High-throughput results: PubChem BioAssay, National Center for Advancing Translational Sciences (NCATS)
aSyn rescue = alpha-synuclein toxicity inhibition in yeast; 0.14% of 370,000 active; Yeast expressing alpha-synuclein, growth rescue, BacTiter-Glo, 24 h; Potency, µM (doses to about 46.1 µM), for inactives: top-dose growth rescue (activation), hits mostly activators; AID 652106; note: potency is the fitted concentration of half-maximal effect; % of control where 0% means no effect; nearly all actives have a fitted effect of over 65% in size
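Screening used galactose-induced yeast with toxic alpha-synuclein levels, exposed to compound for 24 hr at 30 deg C. Cell growth, read with BacTiter-Glo luminescence, gave the measured signal.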
PTHR1 agonist = PTHR1 (human) receptor agonism | Potency, µM (series often up to 115 µM), inactives show top-dose activation, most hits filed as activators | HEK293 GP2 PTHR1 cells, GloSensor cAMP luminescence, 1 h | 0.075% of 410,000 active | AID 743266 | Q03431; note: potency is the fitted concentration of half-maximal effect; nearly all actives have a fitted effect of over 55% in size; some results filed as inactive show a strong effect at the top dose; inactives centre near -15; many of its hits are not listed in these tables
Target sequence (Q03431 whole entry, looked up): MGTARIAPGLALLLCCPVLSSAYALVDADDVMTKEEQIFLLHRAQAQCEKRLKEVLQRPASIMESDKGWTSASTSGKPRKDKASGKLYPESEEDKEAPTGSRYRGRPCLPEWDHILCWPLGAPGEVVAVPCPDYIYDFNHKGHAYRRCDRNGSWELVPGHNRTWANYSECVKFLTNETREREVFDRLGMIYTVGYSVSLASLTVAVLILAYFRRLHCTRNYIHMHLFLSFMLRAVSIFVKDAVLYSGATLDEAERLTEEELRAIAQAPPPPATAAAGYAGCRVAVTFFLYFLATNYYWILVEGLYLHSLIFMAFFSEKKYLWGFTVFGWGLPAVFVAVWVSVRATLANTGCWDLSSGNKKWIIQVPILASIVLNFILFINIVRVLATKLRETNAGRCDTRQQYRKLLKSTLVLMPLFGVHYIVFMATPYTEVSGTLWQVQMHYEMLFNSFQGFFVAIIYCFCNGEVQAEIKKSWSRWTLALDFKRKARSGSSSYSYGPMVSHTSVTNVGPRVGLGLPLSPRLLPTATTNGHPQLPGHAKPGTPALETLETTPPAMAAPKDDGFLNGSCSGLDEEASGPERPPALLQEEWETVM
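HEK-293-derived GP2 cells expressing PTHR1 and a GloSensor cAMP reporter, 3,000/well, plated overnight, given luciferin plus IBMX (each 0.5 mM as added) for 1 h at 37 °C, then compound for 1 h at 37 °C. Luminescence was read after 15 min at room temperature.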
DRD3 antagonist = blocks the human D3 dopamine receptor | max response, negative = inhibition, % | P35462 | D3R cells, DiscoveRx beta-arrestin luminescence, antagonist mode; active compounds read low | 2.5% of 360,000 active | AID 652054; in the data active = max response below about -50%; inconclusive = no clear call, values can overlap the other calls; note: % is set by controls: 0 for no effect and ±100 for the full control effect; mostly tested at two doses, the higher about 12 µM
Target sequence (P35462 whole entry, looked up): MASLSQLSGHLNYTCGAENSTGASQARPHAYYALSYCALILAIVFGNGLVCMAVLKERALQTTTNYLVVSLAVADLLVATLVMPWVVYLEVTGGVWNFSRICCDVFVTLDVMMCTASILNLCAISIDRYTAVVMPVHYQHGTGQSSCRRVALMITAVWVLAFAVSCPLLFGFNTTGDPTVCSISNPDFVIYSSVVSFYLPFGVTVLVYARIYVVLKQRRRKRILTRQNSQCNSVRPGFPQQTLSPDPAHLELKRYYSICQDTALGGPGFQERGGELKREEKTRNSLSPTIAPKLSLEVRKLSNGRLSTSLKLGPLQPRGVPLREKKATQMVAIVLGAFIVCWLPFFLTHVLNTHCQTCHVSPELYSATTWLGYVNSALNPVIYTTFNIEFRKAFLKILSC
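Cells plated overnight at 1500 cells/well, then exposed to library compounds with dopamine controls for 90 minutes at 37 degrees C. DiscoveRx reagent added for 30–60 minutes at room temperature; luminescence read, quantitative HTS format.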
D3 ag = activates the human D3 dopamine receptor | max activation, % | D3R DiscoveRx beta-arrestin cells, luminescence, 90 min | 0.58% of 410,000 active; in the data active = max activation above about 30%; note: 0% is about no effect; mostly tested at two doses, the higher about 12 µM
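Agonist-mode cell screen: cells plated at 1500/well and incubated overnight at 37 °C, then exposed to library compounds for 90 min at 37 °C. Detection reagent was added for 30–60 min at room temperature, and luminescence was read.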
GLP-1R agonist = GLP-1 receptor (human) agonism; 0.007% of 380,000 active; HEK293 GLP-1R CRE-luciferase, luminescence, 4-6 h; cells express a hypersensitive GLP-1R form; Potency, µM (titrated, usually from 45.6 µM), without a hit: at the highest dose activation, hits mostly activators; note: potency is the fitted concentration of half-maximal effect; % of control where 0% means no effect
KB-V1 cytotox = kills drug-selected multidrug resistant KB-V1 cells; KB-V1 MDR cells viability, CellTiter-Glo, 72 h; Potency, µM (highest dose often 46.1 µM), inactives show at the highest dose activity change, negative = cytotoxicity, actives largely listed as cytotoxic; 3.4% of 400,000 active; note: potency is the fitted concentration of half-maximal effect; % is set by controls: 0 for no effect and ±100 for the full control effect; nearly all actives have a fitted effect of over 60% in size
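KB-V1 cells (P-gp-expressing MDR subline of KB-3-1) in phenol-red-free DMEM with 10% FBS were exposed to library compounds over a concentration series for 72 h at 37 degrees C. Viability read by CellTiter-Glo luminescence; concentration-effect curves fitted after normalization.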
GLP-1R inv ag = GLP-1 receptor (human) inverse agonism; P43220; HEK293 GLP-1R CRE-luciferase, luminescence, 24 h; GLP-1R form is constitutively active; Potency, µM (doses to about 38.3 µM), for the others: at the top dose activity change, negative = inhibition, hits mostly inhibitors; 1.6% of 410,000 active; note: potency is the fitted concentration of half-maximal effect; % is set by controls: 0 for no effect and ±100 for the full control effect; nearly all actives have a fitted effect of over 55% in size
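Seeding at 200 cells/uL, 12 h culture, 24 hr compound treatment, then luciferase reagent and a luminescence read; cells are HEK293 stably expressing a constitutively active GLP-1R plus cAMP-responsive luciferase.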
TDP43 rescue = rescues yeast growth from TDP-43 toxicity. TDP-43 expressing yeast growth rescue, BacTiter-Glo, 24 h. Potency, µM (highest dose often 46.1 µM), without a hit: at the top dose growth rescue (activation), actives largely listed as activators. 1.8% of 410,000 active. AID 652104; note: potency is the fitted concentration of half-maximal effect; % of control where 0% means no effect; nearly all actives have a fitted effect of over 50% in size
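Cell-based yeast growth screen: TDP-43 expression induced in galactose, inoculum OD600=0.02 after raffinose pregrowth to mid-log. Read-out BacTiter-Glo luminescence at 24 hr, 30 deg C; inhibition of toxicity seen as signal increase.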
GLP1R cytotox = cytotoxicity in counter-screen for GLP-1R inverse agonists. HEK293 cAMP-luciferase reporter cells, luminescence, 24 h. Potency, µM (titrated, usually from 38.3 µM), inactives show at the highest dose activity change, negative = inhibition, most hits filed as inhibitors. 0.13% of 410,000 active;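 note: loss of luciferase light is scored as toxicity; potency is the fitted concentration of half-maximal effect; % is set by controls: 0 for no effect and ±100 for the full control effect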
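MLSMR compounds, 24 hr on cells at 37 deg C/5% CO2; luminescence after luciferase reagent (12 min RT). Inhibition counted as the undesired cytotoxic outcome.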
The depositor's hits bear a star; i = inactive; ? = inconclusive; / = no result given; [ ] = dose if it differs, or a comment. Unless noted, calls come from the whole dose curve; as a rule, active = well fitted curve in the direction sought with a large enough effect; inconclusive = small, poorly fitted or top-dose-only effect, or another doubt; inactive = no such curve, though single readings can be large; an effect the other way counts as inactive or inconclusive. Only part of the results is shown; rates above refer to the full screens.

Compound	PTHR1 agonist	DRD3 antagonist	GLP-1R agonist	GLP1R cytotox	KB-V1 cytotox	GLP-1R inv ag	D3 ag	aSyn rescue	TDP43 rescue
CCN(CC)C(=O)c1[nH]cnc1C(=O)N[C@@H](Cc1ccccc1)C(=O)OC(C)(C)C	i	0	-2%	12%	12%	-36%	-1	-7%	-1%
COc1cccc(-c2nc(OC(C)C)c3ccccc3n2)c1	-22%	-4	1%	-5%	?	0%	-4	2%	-10%
c1cc(C2CCN(Cc3nc(-c4ccc5c(c4)OCO5)no3)CC2)ccn1	-43%[inhibitor]	-9	10%	0%	?	-5%	8	10%	0%
COc1cccc(CNC(=O)CCS(=O)(=O)Cc2ccc(C)cc2)c1	i	3	-5%	6%	-8%	?	6	17%	7%
CC(NS(C)(=O)=O)C(c1cccs1)N1CCN(c2ccccc2)CC1 (stereo not drawn)	-7%[57.5 µM]	16	3%	?	2%	-13%	1	-3%	-11%
Cc1nc(NCCN)c(C#N)c2c1COC(C)(C)C2	i	1	1%	5%	2%	-7%	3	-2%	16%
O=C1CSC(c2ccccc2)N1c1ccccc1F (stereo not drawn)	-10%	14	8%	0%	?	-7%	-5	8%	14%
COc1cc(/C=C2/C(=O)NN(c3ccc(C)c(Cl)c3)C2=O)cc([N+](=O)[O-])c1O	-42%[inhibitor]	-23	-7%	?	-4%	?	-9	2%	-1%
CC(C)(C)NC(=O)CN(C(=O)C(=O)Nc1ccc2c(c1)OCCO2)C1CCCC1	-15%	-12	3%	-6%	?	-24%	-5	4%	11%
CCOC(=O)c1c(C)[nH]c(C)c1S(=O)(=O)N(C)CC(=O)Nc1ccc(OC)cc1	i	/	/	-7%	0%	-1%	1	/	12%
Cc1ccc(NC(=O)NC2(C(=O)NCc3ccccc3)CCCCC2)cc1	i	-17	1%	4%	-14%	-24%	-5	7%	-17%
Cc1c(-c2cccc(NC(=O)C(C)(C)C)c2)nc2ncccn12	-2%	/	/	10%	/	9%	5	/	17%
Cc1cc(C)c2nc(N(CCN(C)C)C(=O)c3ccc4ccccc4c3)sc2c1	-9%	-13	-7%	6%	?	?	-4	-20%	-15%
CCN1CCN(c2ccc(S(=O)(=O)N3CCOCC3)cc2NC(=O)c2ccc(C(F)(F)F)cc2)CC1	1%	5	6%	0%	-15%	-20%	-1	-6%	0%
Cc1onc(C(=O)NC(C)c2ccccc2)c1[N+](=O)[O-] (stereo not drawn)	?	-10	7%	-2%	6%	1%	-3	-11%	-14%[0.397 µM]
O=S(=O)(NCCC1CC1(Cl)Cl)c1ccccc1 (stereo not drawn)	-13%	-12	5%	14%	-17%	-14%	-6	15%	21%
CN(C)CCN(C(=O)c1ccco1)c1nc2c(F)cc(F)cc2s1	i	/	/	12%	8%	-8%	-25	/	4%
CC(C)(C)n1nc(-c2ccc(F)cc2)c2c(N)ncnc21	i	0	22%	-12%	-24%	70%[activator]	2	?	-62%[inhibitor]
Cc1ccc(N=C2c3ccccc3C(=O)C2[N+](=O)[O-])cc1C (stereo not drawn)	-5%	-58*	-1%	-12%	-17%	9%	-4	6%	5%
CC(C)(C(=O)N1CCC1(C)C(=O)NC1Cc2ccccc2C1)c1ccccc1 (stereo not drawn)	-24%	?	-2%	-3%	4%	?	-7	7%	?
Cc1cc(C)c2c(=O)cc(C(=O)Nc3c(C)n(C)n(-c4ccccc4)c3=O)oc2c1	-14%	/	/	-6%	8%	11%	2	/	10%
COc1ccc(NC(=O)C2CC2)cc1-n1cnnn1	i	-19	7%	78%[activator]	-10%	3%	-7	-2%	7%
CCN(CC(=O)Nc1ccccc1OC)C(=O)c1cc(-c2ccccc2)nn1-c1ccccc1	i	13	-9%	-4%	0%	?	2	-28%	-19%
O=C(O)c1ccc(NS(=O)(=O)c2cc(Cl)ccc2Cl)cc1	i	39	-2%	0%	?	-16%	6	5%	2%
C(=N/N1CCN(c2ccccc2)CC1)/c1cccs1	-28%[57.5 µM]	-8	-14%	-1%	?	-9%	6	0%	-2%

A draw from above in order of formula weight, high to low:
Compound	PTHR1 agonist	DRD3 antagonist	GLP-1R agonist	GLP1R cytotox	KB-V1 cytotox	GLP-1R inv ag	D3 ag	aSyn rescue	TDP43 rescue
CCN1CCN(c2ccc(S(=O)(=O)N3CCOCC3)cc2NC(=O)c2ccc(C(F)(F)F)cc2)CC1	1%	5	6%	0%	-15%	-20%	-1	-6%	0%
Cc1cc(C)c2c(=O)cc(C(=O)Nc3c(C)n(C)n(-c4ccccc4)c3=O)oc2c1	-14%	/	/	-6%	8%	11%	2	/	10%
COc1cccc(CNC(=O)CCS(=O)(=O)Cc2ccc(C)cc2)c1	i	3	-5%	6%	-8%	?	6	17%	7%
CN(C)CCN(C(=O)c1ccco1)c1nc2c(F)cc(F)cc2s1	i	/	/	12%	8%	-8%	-25	/	4%
O=C(O)c1ccc(NS(=O)(=O)c2cc(Cl)ccc2Cl)cc1	i	39	-2%	0%	?	-16%	6	5%	2%
COc1cccc(-c2nc(OC(C)C)c3ccccc3n2)c1	-22%	-4	1%	-5%	?	0%	-4	2%	-10%
CC(C)(C)n1nc(-c2ccc(F)cc2)c2c(N)ncnc21	i	0	22%	-12%	-24%	70%[activator]	2	?	-62%[inhibitor]
Cc1onc(C(=O)NC(C)c2ccccc2)c1[N+](=O)[O-] (stereo not drawn)	?	-10	7%	-2%	6%	1%	-3	-11%	-14%[0.397 µM]
O=C1CSC(c2ccccc2)N1c1ccccc1F (stereo not drawn)	-10%	14	8%	0%	?	-7%	-5	8%	14%
C(=N/N1CCN(c2ccccc2)CC1)/c1cccs1	-28%[57.5 µM]	-8	-14%	-1%	?	-9%	6	0%	-2%
COc1ccc(NC(=O)C2CC2)cc1-n1cnnn1	i	-19	7%	78%[activator]	-10%	3%	-7	-2%	7%

Further compounds
Compound	PTHR1 agonist	DRD3 antagonist	GLP-1R agonist	GLP1R cytotox	KB-V1 cytotox	GLP-1R inv ag	D3 ag	aSyn rescue	TDP43 rescue
O=[N+]([O-])c1cc(C(F)(F)F)cc([N+](=O)[O-])c1NCCNC(=S)Nc1ccc(Cl)c(Cl)c1	-33%[inhibitor]	-17	-1%	?	-26%	8.9µM*	-8	-14%	-8%[1.82 µM]
COc1ccc(S(=O)(=O)N2CCN(CCC(=O)Nc3ccccc3F)CC2)cc1	-19%[57.5 µM]	-18	0%	2%	?	3%	-11	0%	-10%
O=C(NCCN1CCCC1)C1COc2ccccc2O1 (stereo not drawn)	i	?	3%	-9%	8%	14%	-21	-13%	-6%
COc1ccc(C(=O)N[C@H](C(=O)Nc2sccc2C(N)=O)C(C)C)cc1	i	-24	21%	8%	-8%	22%	-5	-1%	-4%
Cc1ccc(OCC(=O)NS(=O)(=O)c2ccccc2)cc1	-4%	3	2%	-4%	2%	3%	0	8%	2%
C(=N\n1cnnc1)/c1cccc2ccccc12	i	3	9%	73%[activator]	10µM*	56%[activator]	-2	7%	4%
CCn1c(SCC(=O)Nc2nc(C)cs2)nnc1-c1ccoc1C	i	1	-7%	-4%	-4%	5%	-1	2%	6%
CCCCOc1ccc(CSCCN)cc1Cl	i	-1	13%	-21%	2%	?	1	0%	13%
C/C(=N/Nc1nc(-c2ccc(Cl)cc2)cs1)c1cccs1	i	5	-8%	-4%	3%	-31%	1	-22%	-3%
O=C(CCC(=O)c1ccc(Oc2ccccc2)cc1)Nc1cccc(Cl)c1Cl	i	-15	8%	-17%	25%	?	2	-7%	-11%[9.22 µM]
O=C(Cc1cccc2ccccc12)N1CCN(c2ncccn2)CC1	i	-9	5%	-1%	-9%	6%	-12	1%	-19%
CCOC(=O)c1c2ccccc2[n+]([O-])n1CCO	29%	-21	-2%	1%	0%	2%	-12	-7%	-3%
CN(C)S(=O)(=O)c1ccc(NC(=O)c2cc(-c3cccs3)nc3ccccc23)cc1	-6%	5	-17%	-5%	?	0%	-6	-1%	5%
Cc1cc(NC(=O)CSc2nc3cc(C)c(C)cc3cc2C)no1	i	-4	0%	-13%	-9%	12%	-7	0%	-20%
CCCCn1c(SCC(=O)Nc2cc(C)on2)nc2ccsc2c1=O	-7%[57.5 µM]	-17	-9%	0%	-5%	-1%	17	7%	-8%
Oc1ccc(/C=N/Nc2nc(N3CCCCCC3)nc(N3CCCCCC3)n2)c(O)c1	-20%	55	9%	?	?	?	37*	-26%	-92%[inhibitor]
CCOc1cccc(/C(O)=C2/C(=O)C(=O)N(CCOC)C2c2ccco2)c1 (stereo not drawn)	i	-55*	-1%	-4%	6%	0%	-1	2%	-5%
COc1ccc(CCNc2ncnc3c2cnn3-c2ccc(C)cc2)cc1	-19%	/	/	-3%	1%	?	12	/	0%
C=C(C)c1ccc(C(C)(C)NC(=O)N(Cc2ccccc2)Cc2ccco2)cc1	i	-25	-10%	3%	0%	-7%	-1	0%	-23%
COc1ccccc1NCC(=O)c1ccc(C)c(C)c1	-10%	-19	0%	1%	-2%	15%	-12	12%	15%
CCC(C)n1c(=O)c2sccc2n2c(CCCC(=O)N3CCN(c4ccccc4)CC3)nnc12 (stereo not drawn)	i	/	/	-5%	/	-10%	5	/	12%
